HePTP inhibitor = inhibitors of human HePTP phosphatase. P35236. recombinant HePTP phosphatase activity, OD absorbance. inhibition, % at 20 µM. AID 521. 110,000 tested, 0.64% active; in the data active = inhibition above about 50%;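 also: plate controls were vehicle for no effect and reference inhibitor for full effect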
Target sequence (P35236 whole entry, looked up): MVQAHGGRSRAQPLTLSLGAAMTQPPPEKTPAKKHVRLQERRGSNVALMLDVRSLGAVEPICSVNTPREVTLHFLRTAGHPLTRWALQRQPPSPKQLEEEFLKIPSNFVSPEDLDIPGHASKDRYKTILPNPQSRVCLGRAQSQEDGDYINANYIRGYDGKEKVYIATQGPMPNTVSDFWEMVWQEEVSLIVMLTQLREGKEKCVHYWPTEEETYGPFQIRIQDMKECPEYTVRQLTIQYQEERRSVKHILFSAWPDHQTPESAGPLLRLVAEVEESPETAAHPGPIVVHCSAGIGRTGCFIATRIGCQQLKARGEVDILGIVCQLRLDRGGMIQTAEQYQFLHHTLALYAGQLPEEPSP
BAP1 block = inhibitors of human BAP1 deubiquitinase; recombinant BAP1, Ub-AMC hydrolysis fluorescence kinetic; active compounds read low; activity remaining (% of control), % at 20 µM; 72,000 tested, 0.48% active;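 active = activity remaining at or below 50% of control, provided the compound also passes the data quality filters; inactive = the rest, including low values that fail the filters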;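 also: 100% = DMSO wells rate and 0% = substrate alone blank rate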
Target sequence (Q92560 whole entry, looked up): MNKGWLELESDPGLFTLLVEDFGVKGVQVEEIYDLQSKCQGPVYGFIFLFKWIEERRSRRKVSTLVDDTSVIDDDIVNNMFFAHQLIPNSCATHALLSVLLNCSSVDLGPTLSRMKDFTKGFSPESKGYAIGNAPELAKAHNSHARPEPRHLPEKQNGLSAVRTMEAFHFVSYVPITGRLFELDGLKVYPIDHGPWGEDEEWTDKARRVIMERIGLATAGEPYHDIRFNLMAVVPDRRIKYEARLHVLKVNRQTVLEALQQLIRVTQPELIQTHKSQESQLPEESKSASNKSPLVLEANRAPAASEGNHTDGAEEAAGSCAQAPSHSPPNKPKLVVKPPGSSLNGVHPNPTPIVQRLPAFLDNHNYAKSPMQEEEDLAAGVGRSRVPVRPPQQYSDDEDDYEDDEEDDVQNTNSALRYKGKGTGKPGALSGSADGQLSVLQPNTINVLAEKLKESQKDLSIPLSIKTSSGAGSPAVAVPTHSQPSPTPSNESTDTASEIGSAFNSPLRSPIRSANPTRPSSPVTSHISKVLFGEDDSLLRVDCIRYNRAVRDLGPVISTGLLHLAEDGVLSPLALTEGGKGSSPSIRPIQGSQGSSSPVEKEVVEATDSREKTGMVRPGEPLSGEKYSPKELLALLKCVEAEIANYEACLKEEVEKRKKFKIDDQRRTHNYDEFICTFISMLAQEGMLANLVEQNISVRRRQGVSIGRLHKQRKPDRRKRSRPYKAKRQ
Numbers without * were called inactive; x = no result given; & = joins results of further samples.

The line under a structure holds: HePTP inhibitor | BAP1 block
CCOC(=O)C1CCN(C(=O)Cn2cc(C#N)c3ccccc32)CC1
  5 | 165
C=CCN1CCc2c(cc(O)c(O)c2Cl)C(c2ccccc2)C1 (centres undefined)
  x | 97
COc1cc(C(=O)NCCc2nc3ccccc3[nH]2)cc(OC)c1OC
  -4 | x
Cc1nnc(C)n1/N=C\c1ccccc1F
  -2 | x
Cc1sc2nc(SCC(=O)Nc3c(C)n(C)n(-c4ccccc4)c3=O)n(C)c(=O)c2c1C
  30 | 69
CN(C)c1cccc(NC(=O)Cc2cccc3ccccc23)c1
  4 | x
COC(=O)c1ccc(C(=O)Nc2cc(Cl)ccc2Cl)cc1NC(=O)c1cccs1
  4 | x
CCNc1nc(C)c2cc(Br)c(=O)n(CC)c2n1
  3 | x
CC1CCCC(C(=O)OCc2ccccc2)N1 (centres undefined)
  8 | 101
O=[N+]([O-])c1ccc(Oc2cccc(O)c2)cc1
  x | 64
CCOc1cc(/C=N/NC(=O)CSc2nc(C)cc(C)n2)ccc1OCc1cccc(Cl)c1
  -4 | x
NC(=O)c1ccccc1NC(=O)C(Cc1ccccc1)N1C(=O)c2ccccc2C1=O (centres undefined)
  x | 61
CCOc1ccc(C(=O)Nc2c(C(N)=O)oc3ccccc23)cc1
  x | 89
O=c1[nH]c(=O)n(-c2ccc(Cl)cc2)c(O)c1C=Nc1cccc(F)c1
  -3 | x
Cc1ccc(Cn2ccc(NC(=O)c3cc(-c4cccs4)on3)n2)cc1
  -8 | 75
O=c1c2cc(N3CCOCC3)ccc2[nH]c(=S)n1CCN1CCCC1
  -7 | 99
C#CC(C)(C)NC(=O)CN(c1cc(Cl)ccc1OC)S(=O)(=O)c1ccc(C)c([N+](=O)[O-])c1
  10 | x
COc1ccc(NC(=O)C(=O)N/N=C/c2cccc(OC)c2OC)cc1
  -3 | x
Cc1nnc(NC(=O)CSc2nc3c(c(=O)n2CCc2ccccc2)SC(C)C3)s1 (centres undefined)
  -8 | 73
COc1ccc(-c2cc(C(=O)NCCc3ccccc3)no2)cc1OC
  8 | 92
CC(=NCc1ccccc1)C1=C(O)COC1=O
  6 | 100
N#Cc1c(NCCCO)nc(-c2ccccc2)c2c1CCCC2
  4 | 81
Cn1c(=O)c2c(SCC(=O)N3CCCc4ccccc43)nc(C3CC3)nc2n(C)c1=O
  -7 | 95
c1ccc(Cn2ncc3c2ncn2nc(-c4ccncc4)nc32)cc1
  -3 | 80
O=C(O)/C=C/c1cc(C(=O)O)c(/C=C/C(=O)O)cc1C(=O)O
  26 | x
C=CCOC(=O)C1C(=O)CC(C)(O)C(C(=O)OCC=C)C1c1ccc(OCC)cc1 (centres undefined)
  11 | 97
c1ccc(-c2nc(C3CCCCC3)no2)cc1
  5 | 143
COc1ccc(C2(O)CN(c3ccccc3)C3=[N+]2CCCS3)cc1 (centres undefined)
  -2 | x
Cc1oc2c(c1C(=O)NCc1cc(C(=O)O)co1)CCCC2
  5 | 71
Nc1nc2ccc(Oc3ccccc3)cc2s1
  9 | 94

Retrieved one by one from above, 4 records:
The line under a structure holds: HePTP inhibitor | BAP1 block
CN(C)c1cccc(NC(=O)Cc2cccc3ccccc23)c1
  4 | x
Cc1sc2nc(SCC(=O)Nc3c(C)n(C)n(-c4ccccc4)c3=O)n(C)c(=O)c2c1C
  30 | 69
Cc1ccc(Cn2ccc(NC(=O)c3cc(-c4cccs4)on3)n2)cc1
  -8 | 75
C=CCOC(=O)C1C(=O)CC(C)(O)C(C(=O)OCC=C)C1c1ccc(OCC)cc1 (centres undefined)
  11 | 97

Later entries.
The line under a structure holds: HePTP inhibitor | BAP1 block
CCN(CC)c1ccc(/C=N\N2CCN(c3ccccc3)CC2)c(O)c1
  4 | x
CCn1c(SCC(=O)Nc2nnc(C)s2)nnc1-c1ccco1
  5 | 89
CCN(C(=O)C1CCCCC1)c1nnc(-c2cccnc2)s1
  8 | 83
CCOC(=O)N1CCC(NS(=O)(=O)c2ccc3c(c2)CCN3C(C)=O)CC1
  -1 | 110
Cc1ccc(-c2noc(COc3ccc(Cl)cc3C)n2)cc1
  8 | x
Cn1c(C(=O)N2CCCc3ccccc32)cc2sccc21
  8 | 63
CC(=O)NC(C)C(=O)OCC(=O)c1ccc(Cl)s1 (centres undefined)
  0 | 101
O=C1c2ccccc2C(=O)c2c1c(-c1ccccc1)nn2-c1ccccc1
  -4 | x
COc1ccc(OC)c(C2/C(=C(\O)c3ccc(Cl)cc3)C(=O)C(=O)N2CCCCCC(=O)O)c1 (centres undefined)
  4 | x
COc1ccccc1OCCNC(=O)c1cccc2ccccc12
  2 | x
Cc1cnc(C(=O)OCC(=O)NC2CCCCC2)cn1
  8 | 116
COCCCNC(=O)C1CC(=O)N(Cc2ccc(OC)cc2)C1 (centres undefined)
  9 | 107
O=C(CN1C(=O)/C(=C/c2ccc(Br)cc2)SC1=S)Nc1nccs1
  10 | x
CCOC(=O)C1CCCN(Cc2ccccc2C)C1 (centres undefined)
  -6 | 107
CCOc1ccccc1N1CCN(C(=O)COc2ccc(Cl)cc2C)CC1
  8 | x
CCOC(=O)COc1ccc(/C=C2/C(=O)NN(c3ccc(I)cc3)C2=O)cc1OC
  -4 | x
O=C(CN(C1CCCCC1)S(=O)(=O)c1ccccc1)NCc1cccnc1
  4 | 106
Cc1cccc(N2CCN(C(=O)/C=C/c3ccc(Cl)cc3)CC2)c1C
  7 | x
CCOC(=O)c1c(NC(=O)C(C)C)sc(C(N)=O)c1C
  -18 | x
NS(=O)(=O)c1ccc(Nc2nc(-c3ccncc3)cs2)cc1
  7 | x
O=c1c2ccccc2nc(SCc2nnc(-c3ccccc3Br)o2)n1-c1ccccc1
  -1 | 56
O=[N+]([O-])c1cc(C2N(c3ccccc3)CCN2c2ccccc2)ccc1Cl
  3 | x
CCOc1ccc(N2C(=O)CC(N(Cc3ccco3)C(=O)c3ccc(Cl)cc3)C2=O)cc1 (centres undefined)
  -2 | x
CC(=O)Nc1nonc1OCCOc1nonc1NC(C)=O
  4 | x
CN(C)CCN1C(=O)C(=O)/C(=C(/O)c2ccccc2)C1c1ccccc1F (centres undefined)
  -2&-5 | 92
COc1ccc(CNC(=O)c2ccc(CN3CCOCC3)cc2)cc1
  10 | 91
CC(=O)N1CCc2cc(S(=O)(=O)NCCC(=O)NC3CCN(Cc4ccccc4)CC3)ccc21
  -4 | 105
CCOC(=O)c1sc(-c2ccc(OC)cc2)cc1N
  7 | 79
Cc1ccc(S(=O)(=O)N2CCN(C(=O)CSc3nc4ccccc4c(=O)[nH]3)CC2)cc1
  8 | 73
CC1(C)C2CC=C(/C=N/n3cnnc3)C1C2 (centres undefined)
  -4 | x

Of the compounds above, four contain a furan ring, fused or not:
The line under a structure holds: HePTP inhibitor | BAP1 block
CCOc1ccc(C(=O)Nc2c(C(N)=O)oc3ccccc23)cc1
  x | 89
Cc1oc2c(c1C(=O)NCc1cc(C(=O)O)co1)CCCC2
  5 | 71
CCn1c(SCC(=O)Nc2nnc(C)s2)nnc1-c1ccco1
  5 | 89
CCOc1ccc(N2C(=O)CC(N(Cc3ccco3)C(=O)c3ccc(Cl)cc3)C2=O)cc1 (centres undefined)
  -2 | x

Other structures
The line under a structure holds: HePTP inhibitor | BAP1 block
O=S(=O)(c1ccc(-c2ccccc2)cc1)N1CCOCC1
  0 | 54
O=C(NCCc1ccccc1)c1ccc(Cl)c([N+](=O)[O-])c1
  5 | x
Cc1cccc(OCC(=O)N/N=C/c2cccn2-c2ccc([N+](=O)[O-])cc2)c1
  -20 | x
O=C(O)c1cc(-c2ccc(Cl)cc2)n[nH]1
  1 | 95
CCOC(=O)C(C)Oc1ccc2c(oc(=O)c3ccccc32)c1C (centres undefined)
  6 | x
COc1cc2c(cc1OC)C(/C(=N/O)C(C)=O)=NCC2
  11 | x
CCN(CC)c1ccc(NC(=O)c2cncc(Br)c2)cc1
  5&1 | 82
Cn1c(=O)c2c(nc(CN3CCCCC3)n2CCc2ccccc2)n(C)c1=O
  -2 | 95
c1ccc(OCCSc2nc3ccccc3s2)cc1
  6 | x
CCOc1ccc(C2C(C(=O)O)c3ccccc3C(=O)N2CCN2CCOCC2)cc1 (centres undefined)
  -4 | 95
COc1ccc(-n2nnnc2SCC(=O)c2ccc3c(c2)OCCO3)c(OC)c1
  3 | 109
CC(=O)NC(Cc1ccc(F)cc1)C(=O)NC1CCN(c2nnnn2-c2ccccc2)CC1 (centres undefined)
  0 | 100
O=C1NC(=O)N(c2ccccc2)C(=O)/C1=C\c1ccc(OCc2ccc(F)cc2)cc1
  -6 | x
Cc1cc(C)cc(N2C(=O)NC(=O)/C(=C\c3ccc(N(C)C)o3)C2=O)c1
  -5 | x
CCC(NC(=O)NCc1ccc2c(c1)OCO2)(C(F)(F)F)C(F)(F)F
  1 | 111
CC(C)(C)N(Cc1cc2ccccc2[nH]c1=O)C(=O)C1CCCCC1
  -2 | 101
CC(NS(C)(=O)=O)C(c1cccs1)N1CCN(C)CC1 (centres undefined)
  3 | 123
c1ccc(-c2cc(-c3nc(-c4ccccn4)no3)c3ccccc3n2)cc1
  -4 | 66
O=C(O)CCn1nnc(-c2cccs2)n1
  -7 | 105
COc1ccc(-n2nc3ccc(NC(=O)c4ccc(OC)c(OC)c4)cc3n2)cc1
  x | 202
CCOc1cc(C2CC(=O)NC(SCC)=C2C#N)ccc1O (centres undefined)
  4 | 95
CN1CCN(C(c2cccnc2)c2ccc3cccnc3c2O)CC1 (centres undefined)
  -4 | 96
O=C1NC(=O)N(c2ccccc2)C(=O)/C1=C/c1cccc(O)c1
  6 | x
CCOC(=O)c1c(C)oc2c1cc(O)c1ccccc12
  -5 | 47*
CCCc1cc(=O)[nH]c(SCc2ccccc2)n1
  12 | 71
COc1ccc(Cc2n[nH]c(=O)c3ccccc23)cc1OC
  4 | 119
CCC(=O)Nc1ccc(Cl)c(NC(=O)c2cccnc2)c1
  -1 | 144
CC1=Nc2cc(-c3cccc(Br)c3)nn2C(=O)C1
  -1 | x
CC(=O)NS(=O)(=O)c1ccc(NC(=O)c2c(-c3ccccc3)noc2C)cc1
  -1 | x
O=C(Nc1ccc(CN2CCOCC2)cc1)c1ccc(-c2ccc(Br)cc2)o1
  6 | 119
CC(C)CCNC(=O)Cc1ccccc1[N+](=O)[O-]
  4 | x
CCCOC(=O)CSc1nc(N)c(C#N)c(CC)c1C#N
  -10 | 90
CCOC(=O)C1=C(N)OC2=C(C(=O)CCC2)C1c1cccs1 (centres undefined)
  4 | 92
COc1ccc(OCc2nn3c(-c4ccccn4)nnc3s2)cc1
  9 | 105
COc1cc2c(C)nc3c(c(C)nn3C)c2cc1OC
  0 | x
Oc1ccc(/C=N/Nc2cc(N3CCOCC3)nc(N3CCOCC3)n2)cc1O
  -15 | x
O=C(OCCCc1ccncc1)c1ccc(S(=O)(=O)N2CCOCC2)cc1
  -9 | 99
CCOC(=O)c1ccc(NC(=O)c2cc(Cl)ccc2OC)cc1
  -14 | x
OC1(C#CCN(C2CCCCC2)C2CCCCC2)CCCCC1
  1 | x
CCc1c(C)nc(N2CCOCC2)[nH]c1=O
  6 | 103
O=C(O)C1CCCCC1C(=O)NCCCCc1ccccc1 (centres undefined)
  5 | 93
CCCCCCCSc1n[nH]c(=O)[nH]c1=S
  9 | x
Cc1cc(C)nc(SCSc2nc(C)cc(C)n2)n1
  -8 | 97
CC1=CC(C)C2(CO)COC(c3ccccc3)C1C2C (centres undefined)
  -16 | x
O=c1[nH]c(N/N=C\c2c(Cl)cccc2Cl)nnc1-c1ccccc1
  -19 | x
Cc1ccc2c(C(=O)CN3CCCC3)c(C)[nH]c2c1
  -13 | 108
CCc1nnc(NC(=O)c2cc3ccccc3oc2=O)s1
  -7 | 97
CCn1c(CNc2ccc(F)cc2)nnc1SCCN1CCCCC1
  7 | 104
Cc1c(C(=O)N2CCCC2)sc(NC(=O)c2cccs2)c1C#N
  3 | 99
COc1ccc(OCc2nn3c(Cn4cnc5ccccc54)nnc3s2)cc1
  4 | 111
CCCCNC(=O)c1c(N)n(/N=C/c2cccnc2)c2nc3ccccc3nc12
  6 | x
Cc1[nH]c2ccccc2c1/C=C(\C#N)C(=O)NCc1ccco1
  -10 | x
CCOc1ccc2nc(NC(=O)c3ccccc3[N+](=O)[O-])sc2c1
  1 | x
Cn1c(=O)cc(SCC(=O)NCCN2CCN(c3ccccc3F)CC2)c2cc(Cl)ccc21
  4 | 108
COc1ccccc1NC(=O)CC1S/C(=N\N=C2/CCCc3ccccc32)NC1=O (centres undefined)
  -3 | x
O=C(Nc1ccc(-c2nnco2)cc1)c1ccccc1
  5 | 125
CCc1nnc(NC(=O)CSc2ncc(-c3ccccc3)n2C)s1
  2 | 102
O=C(CSc1nnc(CNc2ccc(F)cc2)n1Cc1ccccc1)NCc1ccco1
  0 | 107
O=C(Cn1c(CC(=O)N2CCCC2)nc2ccccc21)NCc1ccccc1
  0 | 106
CC(=O)NS(=O)(=O)c1ccc(NC(=O)c2cccc(C)c2)cc1
  -2 | x

The results go on.
The line under a structure holds: HePTP inhibitor | BAP1 block
Cc1cc(/N=C/N(C)C)on1
  13 | 119
CCOc1cccc(-c2nnc(SCC(=O)Nc3ccc(OC)c(OC)c3)n2N)c1
  4 | 112
O=C(COc1ccc(Br)cc1)Nc1ccc2oc(-c3ccncc3)nc2c1
  x | 156
COCCOC(=O)C1=C(C)N=c2s/c(=C\c3cccs3)c(=O)n2C1c1cccs1 (centres undefined)
  0 | 69
CCc1ccc(NC(=O)N(CCN2CCOCC2)C2CCN(C(C)=O)CC2)cc1
  2 | 117
CC(C)CC(=O)Nc1cccc(Cl)c1Cl
  8 | x
O=C(Nc1ccccc1C(=O)N1CCOCC1)C1CC(=O)N(C2CCCC2)C1 (centres undefined)
  5 | 76
CCOc1ccc(C2/C(=C(/O)c3ccc(Cl)cc3)C(=O)C(=O)N2CCCN(C)C)cc1OC (centres undefined)
  7 | 117
CCCOc1ccc(C(=O)Nc2ccc(N(C)C)cc2)cc1
  -3 | 96
N#Cc1ccsc1NC(=O)CSc1ncnc2ccccc12
  10 | 56
CC(Sc1ccccn1)C(=O)Nc1ccccc1 (centres undefined)
  -3 | 72
